Shiga inhibitor: Shiga toxin inhibition; Vero cells, Shiga toxin protein synthesis inhibition reporter; inhibition, % at 38.7 µM; 290,000 compounds, 9.2% hits; AID 2315; in the data active = inhibition mostly above about 28%, no sharp cut-off; inactive = mostly below about 43%; also: 0% is about no effect
Pf growth 96h: P. falciparum growth inhibition at 96 hour, primary screen for plastid delayed-death inhibitors; P. falciparum luciferase reporter growth, 96 h; Potency, µM (series often up to 28.7 µM), for inactives: at the highest dose activity change, negative = inhibition, hits mostly inhibitors; 320,000 compounds, 6.9% hits; AID 504834; also: potency is read from the fitted curve at half-maximal effect; % is scaled to controls: 0 for no effect and ±100 for the full control effect
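Delayed-death screen, second-generation endpoint: infected erythrocytes, 2% hematocrit, 0.05% parasitemia final; 96 hours at 37 C, 5% CO2; luciferase detection reagent; luminescence decrease equals reduced growth.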
CHX counter: affects cycloheximide protein synthesis inhibition readout, counter-screen | max response, % | cell reporter, cycloheximide protein synthesis inhibition counterscreen | 300,000 compounds, 12% hits | AID 2314; in the data active = max response mostly above about 13%, no sharp cut-off; inactive = mostly below about 14%; also: read at 38.3 µM for the half of the compounds with a filed dose; 0% is about no effect
LmPK inhibitor: inhibitors of Leishmania mexicana pyruvate kinase. Q27686. purified LmPK, Kinase-Glo ATP luminescence, 1 h. Potency, µM (titrated, usually from 57.5 µM), inactives show at the top dose activity change, negative = inhibition, hits mostly inhibitors. 290,000 compounds, 0.37% hits; also: potency is read from the fitted curve at half-maximal effect; % is scaled to controls: 0 for no effect and ±100 for the full control effect
Target sequence (Q27686 whole entry, looked up): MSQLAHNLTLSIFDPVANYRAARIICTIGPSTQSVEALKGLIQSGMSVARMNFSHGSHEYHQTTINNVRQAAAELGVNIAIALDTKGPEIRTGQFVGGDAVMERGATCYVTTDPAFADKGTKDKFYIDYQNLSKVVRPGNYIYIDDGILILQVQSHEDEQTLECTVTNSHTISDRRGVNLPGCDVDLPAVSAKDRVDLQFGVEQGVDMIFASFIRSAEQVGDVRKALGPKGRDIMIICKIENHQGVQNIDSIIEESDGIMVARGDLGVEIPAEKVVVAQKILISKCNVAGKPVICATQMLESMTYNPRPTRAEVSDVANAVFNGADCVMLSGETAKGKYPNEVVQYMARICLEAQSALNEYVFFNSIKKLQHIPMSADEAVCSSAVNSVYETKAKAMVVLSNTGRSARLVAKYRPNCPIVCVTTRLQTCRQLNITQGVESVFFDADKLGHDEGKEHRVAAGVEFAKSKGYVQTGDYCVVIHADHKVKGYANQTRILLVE
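ATP generated from ADP (0.1 mM) and PEP (0.5 mM) by 0.1 nM LmPK over 1 h at room temperature (pH 7.2 imidazole buffer) was detected by coupled luciferase luminescence. Values were normalized to uninhibited and no-enzyme wells.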
HCV inhibitor: inhibitors of hepatitis C virus infection; 340,000 compounds, 3.4% hits; Potency, µM (doses to about 41.8 µM), for the others: top-dose activity change, negative = inhibition, usual class: inhibitors; Huh7.5.1 HCVcc-Cre infection, luciferase reporter, 44 h; also: potency is read from the fitted curve at half-maximal effect; % is scaled to controls: 0 for no effect and ±100 for the full control effect
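A cell-based infection assay in which seeded cells (1,000 per well) receive test compound after 4 h, are inoculated with HCVcc-Cre at approximately 0.5 moi, and are incubated 44 h before luminescence detection.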
Pf growth 48h: P. falciparum growth inhibition at 48 hours (one generation); 310,000 compounds, 5.9% hits; P. falciparum luciferase growth in erythrocytes, 48 h; Potency, µM (top dose mostly 28.7 µM), inactives show at the top dose activity change, negative = inhibition, hits mostly inhibitors; AID 504832; also: potency is read from the fitted curve at half-maximal effect; % is scaled to controls: 0 for no effect and ±100 for the full control effect
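Luciferase-expressing parasites in RBCs, 2% Hct / 0.1% parasitemia final; RPMI 1640 + 0.5% Albumax; 37 C, 5% CO2, one generation; luminescence read-out, lower signal = inhibition.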
TbPYK inhibitor: blocks Trypanosoma brucei pyruvate kinase; Potency, µM (doses to about 76.8 µM), without a hit: top-dose activity, negative = inhibition, usual class: inhibitors; Q57TT1; AID 624173; 410,000 compounds, 0.12% hits; TbPYK enzyme, Kinase-Glo Plus ATP luminescence, 45 min; also: potency is read from the fitted curve at half-maximal effect; % is scaled to controls: 0 for no effect and ±100 for the full control effect; nearly all actives have a fitted effect of over 50% in size
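T. brucei PYK with substrate was exposed to pin-transferred compounds across a concentration series, then started with 130 uM ADP (final). After 45 min at room temperature, Kinase-Glo Plus luminescence was read, normalized and curve-fitted.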
An asterisk follows results filed as active; & = joins results of further samples; [ ] = another dose, or the depositor's remark. Unless noted, calls follow the shape of the dose curve; as a rule, active = well fitted curve in the direction sought with a large enough effect; inconclusive = small, poorly fitted or top-dose-only effect, or another doubt; inactive = no such curve, though single readings can be large; an effect the other way counts as inactive or inconclusive.

Results for CC(C)c1ccc(C(C(=O)NC(C)(C)C)N(C(=O)CNC(=O)c2ccco2)c2cccnc2)cc1 (stereo unspecified) ?
Shiga inhibitor: -5.7; Pf growth 96h: inconclusive; CHX counter: -0.2; LmPK inhibitor: -0.2%; HCV inhibitor: 5.4%; Pf growth 48h: inconclusive; TbPYK inhibitor: 0.0%

Results for COc1cc(Br)c(C(C)NC(=O)c2ccc(C)cc2)cc1OC (stereo unspecified) ?
Shiga inhibitor: -43.6; Pf growth 96h: inconclusive; CHX counter: -2.7; LmPK inhibitor: -2.3%; HCV inhibitor: inconclusive; Pf growth 48h: -17.9%; TbPYK inhibitor: 1.7%

What do the screens show for `O=S(=O)(NCc1ccccc1Cl)c1cccs1`?
Shiga inhibitor: 27.8; Pf growth 96h: 35.8%[activator]; CHX counter: 13.2; LmPK inhibitor: -4.3%; HCV inhibitor: -4.5%; Pf growth 48h: 6.0%; TbPYK inhibitor: 6.2%

What do the screens show for `CCOC(=O)C(C(=O)NCc1cccc(OC)c1)c1ncc(C(F)(F)F)cc1Cl` (stereo unspecified)?
Shiga inhibitor: -26.4; Pf growth 96h: inconclusive; CHX counter: -4.6; LmPK inhibitor: 3.3%; HCV inhibitor: 8.4%; Pf growth 48h: 1.9%; TbPYK inhibitor: 0.8%

What do the screens show for `Cc1ccc2nc(-c3ccccn3)oc2c1`?
Shiga inhibitor: 30.9; CHX counter: 30.3; LmPK inhibitor: 15.8µM*; HCV inhibitor: 3.6%; Pf growth 48h: 173.3%[activator]; TbPYK inhibitor: -25.0%

Results for NC(=O)CC(NC(=O)Cc1ccc(Br)cc1)c1ccc(NC2CCN(Cc3ccccc3)CC2)c([N+](=O)[O-])c1 (stereo unspecified) ?
Shiga inhibitor: -2.7; Pf growth 96h: inconclusive; CHX counter: 0.7; LmPK inhibitor: 4.0%; HCV inhibitor: 1.7%; Pf growth 48h: inconclusive; TbPYK inhibitor: 2.7%

Results for CCN(CC)c1ccc2nc3ccccc3[n+](CC)c2c1 ?
Shiga inhibitor: -8.8; Pf growth 96h: inconclusive; CHX counter: -7.1; LmPK inhibitor: inconclusive; HCV inhibitor: 6.31µM*; Pf growth 48h: 0.0%; TbPYK inhibitor: inconclusive

How did C/C(=N\O)C(=O)NCCCNCCCN(C)C do in these assays?
Shiga inhibitor: 19.8; Pf growth 96h: inconclusive; CHX counter: -2.6; LmPK inhibitor: 1.4%; HCV inhibitor: 19.5%; Pf growth 48h: 2.9%; TbPYK inhibitor: -5.6%

How did CC1CCN(C(=O)CN(Cc2ccc(F)cc2)S(C)(=O)=O)CC1 do in these assays?
Shiga inhibitor: -10.2; Pf growth 96h: -12.1%; CHX counter: -4.4; LmPK inhibitor: -2.9%; HCV inhibitor: 12.8%; Pf growth 48h: -2.1%; TbPYK inhibitor: -0.8%

Results for COc1ccc(C)cc1NC(=O)c1nn(-c2ccccc2)cc1OC ?
Shiga inhibitor: 12.4; Pf growth 96h: 2.94µM*; CHX counter: 0.7; LmPK inhibitor: -2.0%; HCV inhibitor: 7.08µM*; Pf growth 48h: -71.6%; TbPYK inhibitor: -0.6%

Next part (two carried over from the part before).
How did CC1CCN(C(=O)CN(Cc2ccc(F)cc2)S(C)(=O)=O)CC1 do in these assays?
Shiga inhibitor: -10.2; Pf growth 96h: -12.1%; CHX counter: -4.4; LmPK inhibitor: -2.9%; HCV inhibitor: 12.8%; Pf growth 48h: -2.1%; TbPYK inhibitor: -0.8%

Results for COc1ccc(C)cc1NC(=O)c1nn(-c2ccccc2)cc1OC ?
Shiga inhibitor: 12.4; Pf growth 96h: 2.94µM*; CHX counter: 0.7; LmPK inhibitor: -2.0%; HCV inhibitor: 7.08µM*; Pf growth 48h: -71.6%; TbPYK inhibitor: -0.6%

What do the screens show for `CCOc1ccccc1NC(=O)Cn1c(-c2ccc(Cl)cc2)noc1=O`?
Shiga inhibitor: -8.4; Pf growth 96h: 4.15µM*; CHX counter: -1.9; LmPK inhibitor: 1.6%; HCV inhibitor: inconclusive; Pf growth 48h: 1.65µM*; TbPYK inhibitor: 18.7%

What do the screens show for `CCOc1cc(C(=O)N(C)CC(=O)Nc2cccc(F)c2)ccc1OCC(=O)N1CCCCC1`?
Pf growth 96h: inconclusive; HCV inhibitor: -13.9%; Pf growth 48h: inconclusive; TbPYK inhibitor: -0.9%

Results for S=C(Nc1ccc2snnc2c1)N1CCN(c2ccccn2)CC1 ?
Shiga inhibitor: 22.0; Pf growth 96h: 11.9%; CHX counter: 1.9; LmPK inhibitor: 1.0%; HCV inhibitor: 12.2%; TbPYK inhibitor: -2.3%

What do the screens show for `CC(=O)NCCn1c(SCC(=O)Nc2ccc(C)cc2)nc2ccccc2c1=O`?
Shiga inhibitor: -1.5; Pf growth 96h: inconclusive; CHX counter: 6.6; LmPK inhibitor: 2.5%; HCV inhibitor: -8.2%; Pf growth 48h: 15.6%; TbPYK inhibitor: 3.5%&4.9%

What do the screens show for `CC(=O)Nc1ccc(S(=O)(=O)N2CCCCC2c2cccnc2)cc1` (stereo unspecified)?
Shiga inhibitor: -7.0; Pf growth 96h: -3.4%[5.75 µM]; CHX counter: -5.2; LmPK inhibitor: 2.4%; HCV inhibitor: 2.9%; Pf growth 48h: -6.9%; TbPYK inhibitor: -10.5%

What do the screens show for `CCOC(=O)c1[nH]c2ccc(OC)cc2c1C`?
Shiga inhibitor: 73.4*; Pf growth 96h: 153.1%[activator]; CHX counter: 28.9*; LmPK inhibitor: -1.9%; HCV inhibitor: inconclusive; Pf growth 48h: 68.9%[activator]; TbPYK inhibitor: 1.6%

Results for O=C(/C=C/c1ccccc1)N(Cc1ccc(Cl)cc1)C1CCS(=O)(=O)C1 (stereo unspecified) ?
Shiga inhibitor: 1.9; Pf growth 96h: inconclusive; CHX counter: -0.5; LmPK inhibitor: -3.3%; HCV inhibitor: -1.2%; Pf growth 48h: inconclusive; TbPYK inhibitor: -3.4%

How did O=C(CSc1nnnn1-c1ccc2c(c1)OCO2)NCc1ccccc1 do in these assays?
Shiga inhibitor: 17.4; Pf growth 96h: inconclusive; CHX counter: 7.4; LmPK inhibitor: -2.7%; HCV inhibitor: inconclusive; Pf growth 48h: 0.7%; TbPYK inhibitor: -7.0%

What do the screens show for `CCC(=O)N1c2ccccc2C(N(C(=O)CC)c2ccccc2)CC1C` (stereo unspecified)?
Shiga inhibitor: 23.5; Pf growth 96h: -17.2%; CHX counter: 5.4; LmPK inhibitor: 0.8%; HCV inhibitor: 6.4%; Pf growth 48h: inconclusive; TbPYK inhibitor: -1.3%

How did CCOc1cccc2cc(C(=O)NC(C)c3ccccc3)c(=N)oc12 (stereo unspecified) do in these assays?
Shiga inhibitor: -19.6; Pf growth 96h: inconclusive; CHX counter: -3.3; LmPK inhibitor: -7.7%; HCV inhibitor: 9.6%; Pf growth 48h: 20.2%; TbPYK inhibitor: -4.3%

Results for CC(C)CCNC(=O)Nc1ccc2c(c1)N(C)C(=O)CS2 ?
Shiga inhibitor: 27.2; Pf growth 96h: -4.2%; CHX counter: -3.3; LmPK inhibitor: 3.5%; HCV inhibitor: -3.7%; Pf growth 48h: inconclusive; TbPYK inhibitor: -0.5%

What do the screens show for `COC(=O)CN(c1c(C)cccc1C)S(C)(=O)=O`?
Shiga inhibitor: -19.5; Pf growth 96h: 15.9%; CHX counter: -5.7; LmPK inhibitor: 0.9%; HCV inhibitor: 16.1%; Pf growth 48h: 23.1%; TbPYK inhibitor: 9.5%

Results for CCOC(=O)c1c(C)c[nH]c1C ?
Shiga inhibitor: -9.5; Pf growth 96h: 1.6%; CHX counter: 4.2; LmPK inhibitor: -2.4%; HCV inhibitor: -1.4%; Pf growth 48h: -5.5%; TbPYK inhibitor: -1.4%

What do the screens show for `COC(=O)C1CCCN1C(=O)C1CCCN1C(=O)CNC(=O)OCc1ccccc1` (stereo unspecified)?
Shiga inhibitor: 14.0; Pf growth 96h: inconclusive; CHX counter: -1.4; LmPK inhibitor: -2.5%; HCV inhibitor: 6.1%; Pf growth 48h: -4.2%; TbPYK inhibitor: 1.2%

How did O=C(NCC(F)(F)F)c1nn(Cc2ccccc2)c(=O)c2ccccc12 do in these assays?
Shiga inhibitor: -3.9; Pf growth 96h: -18.6%; CHX counter: -10.3; LmPK inhibitor: 1.2%; HCV inhibitor: 13.3%; Pf growth 48h: 3.8%; TbPYK inhibitor: -2.4%

How did CN1CCN(Cc2c(C(=O)N3CCc4ccccc4C3)nc3ccc(Cl)cn23)CC1 do in these assays?
Shiga inhibitor: -6.2; Pf growth 96h: -8.2%; CHX counter: -1.7; LmPK inhibitor: 6.2%; HCV inhibitor: 2.7%; Pf growth 48h: inconclusive; TbPYK inhibitor: 0.0%

Results for CC(C)CCOc1ccc(C(=O)O)cc1 ?
Shiga inhibitor: -4.1; CHX counter: 11.6; LmPK inhibitor: -8.2%; HCV inhibitor: 9.2%; Pf growth 48h: 19.9%; TbPYK inhibitor: -2.2%

Results for CCc1cc(C(=O)N(Cc2ccccc2)c2c(N)n(CCOC)c(=O)[nH]c2=O)sc1C ?
Pf growth 96h: 2.1%; HCV inhibitor: 5.8%; Pf growth 48h: inconclusive; TbPYK inhibitor: -12.5%

What do the screens show for `Cc1ccc(NC(=O)NC(=O)CSc2nnc(-c3ccc(Cl)cc3Cl)n2N)c(C)c1`?
Shiga inhibitor: 179.1*; Pf growth 96h: inactive; CHX counter: 63.8*; LmPK inhibitor: -9.5%; HCV inhibitor: 37.7%[activator]; Pf growth 48h: 25.7%; TbPYK inhibitor: -4.9%

What do the screens show for `Cc1ccc2c(c1)c1nnc(SCC(=O)Nc3ccc(N(C)C)cc3)nc1n2CC(=O)O`?
Shiga inhibitor: -2.4; Pf growth 96h: 6.5%; CHX counter: 5.6; LmPK inhibitor: -0.4%; HCV inhibitor: 4.3%; Pf growth 48h: -7.4%; TbPYK inhibitor: -26.7%

Results for Cc1ccc(C)c(NC(=O)CN(C)C(=O)[C@@H](NC(=O)c2ccc(C(C)(C)C)cc2)C(C)C)c1 ?
Shiga inhibitor: -5.3; Pf growth 96h: inconclusive; CHX counter: -2.8; LmPK inhibitor: -5.5%; HCV inhibitor: inconclusive; Pf growth 48h: inconclusive; TbPYK inhibitor: -10.3%

Results for COc1ccc(/C=C(\NC(=O)c2ccc(Cl)cc2)C(=O)NCC2CCCO2)cc1OC (stereo unspecified) ?
Shiga inhibitor: 9.2; Pf growth 96h: 4.7%; CHX counter: 7.5; LmPK inhibitor: 0.4%; HCV inhibitor: -3.3%; Pf growth 48h: -15.5%; TbPYK inhibitor: 1.1%

What do the screens show for `Cc1ccc(OCC(=O)Nc2sc3c(c2C#N)CC(C)(C)NC3(C)C)cc1`?
Shiga inhibitor: -1.0; Pf growth 96h: 289.8%[activator]; CHX counter: -2.0; LmPK inhibitor: 4.3%; HCV inhibitor: -13.2%; Pf growth 48h: 8.6%; TbPYK inhibitor: 0.0%

What do the screens show for `CC1CCN(C(=O)CCl)CC1`?
Shiga inhibitor: 14.5; Pf growth 96h: 5.86µM*; CHX counter: -3.9; LmPK inhibitor: 1.8%; HCV inhibitor: -1.7%; Pf growth 48h: 5.22µM*; TbPYK inhibitor: 3.8%
